Screens (PubChem)
Gal4-VP16 FLuc = inhibits Gal4-VP16 luciferase reporter, ROR gamma counter-screen. Drosophila S2 Gal4-VP16 UAS-luciferase, luminescence, 20 h. Potency, µM (doses to about 53.6 µM), inactives show top-dose activity, negative = inhibition, hits mostly inhibitors. 310,000 tested, 3.5% active. AID 2546;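 note: Gal4-VP16 expression switched on by copper sulfate through the metallothionein promoter; potency is the fitted concentration of half-maximal effect; % is set by controls: 0 for no effect and ±100 for the full control effect; nearly all actives have a fitted effect of over 50% in size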
FLuc modulator = inhibits or activates purified firefly luciferase, miR-21 counter-screen; P08659; purified FLuc, Km substrates, luminescence inhibition; 360,000 tested, 6.9% active; Potency, µM (doses to about 57.5 µM), for inactives: top-dose activity change, negative = inhibition, actives largely listed as inhibitors;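 note: potency is the fitted concentration of half-maximal effect; plate controls were vehicle for no effect and reference inhibitor for full effect; nearly all actives have a fitted effect of over 55% in size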
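Purified P. pyralis luciferase (10nM final) with 10uM D-luciferin and 10uM ATP (Km levels) in 50mM Tris acetate pH 7.5, 10mM Mg acetate, 0.01% Tween-20, 0.05% BSA; qHTS 6-point titration, ~60 µM downward; luminescence read.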
ELG1 DNA repair = blocks ELG1-dependent DNA repair in HEK293T cells; Potency, µM (series often up to 46.1 µM), without a hit: top-dose activity change, negative = inhibition, hits mostly inhibitors; HEK293T ELG1-luciferase reporter, luminescence, 16 h; DNA damage induced by 5-fluorouridine; AID 504467; 330,000 tested, 2.3% active; note: potency is the fitted concentration of half-maximal effect; % is set by controls: 0 for no effect and ±100 for the full control effect; nearly all actives have a fitted effect of over 55% in size
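In this reporter screen, reduction of luminescence relative to DMSO vehicle indicated activity. Compounds and 5-fluorouridine were added together to 2,000 cells per well, incubated for 16 hr at 37 °C, then developed with ONE-Glo.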
RORgamma inh = inhibitors of mouse ROR gamma transcriptional activity. Drosophila S2 Gal4-RORgamma UAS-luciferase reporter, 20 h. P51450. AID 2551. Potency, µM (titrated, usually from 53.6 µM), without a hit: top-dose activity change, negative = inhibition, actives largely listed as inhibitors. 310,000 tested, 5.4% active; note: potency is the fitted concentration of half-maximal effect; % is set by controls: 0 for no effect and ±100 for the full control effect; nearly all actives have a fitted effect of over 60% in size
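Compounds are pin-transferred onto Drosophila Schneider cells expressing a copper-inducible Gal4–ROR gamma transactivation domain fusion. After 1 hr, copper sulfate is added to 700 uM final; luciferase is read 20 hr later.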
Menin MLL FP TR = menin-MLL binding inhibition, Texas Red mutant peptide | 270,000 tested, 0.23% active | Menin + Texas Red MLL mutant peptide, fluorescence polarization | Potency, µM (top dose mostly 61.6 µM), without a hit: at the top dose FP activity change, negative = inhibition, most hits filed as inhibitors | AID 1768 | O00255; active = well fitted inhibition curve with a large enough effect in the polarisation, with a control signal flat, not every such curve was filed as active; inconclusive = small, poorly fitted or top-dose-only effect, or effect the other way, or a change in a side signal; inactive = no such curve, though single readings can be large or run the other way; the % refers to the polarisation; note: potency is the fitted concentration of half-maximal effect; % of control where 0% means no effect; many of its hits are not listed in these tables
Target sequence (O00255 whole entry, looked up): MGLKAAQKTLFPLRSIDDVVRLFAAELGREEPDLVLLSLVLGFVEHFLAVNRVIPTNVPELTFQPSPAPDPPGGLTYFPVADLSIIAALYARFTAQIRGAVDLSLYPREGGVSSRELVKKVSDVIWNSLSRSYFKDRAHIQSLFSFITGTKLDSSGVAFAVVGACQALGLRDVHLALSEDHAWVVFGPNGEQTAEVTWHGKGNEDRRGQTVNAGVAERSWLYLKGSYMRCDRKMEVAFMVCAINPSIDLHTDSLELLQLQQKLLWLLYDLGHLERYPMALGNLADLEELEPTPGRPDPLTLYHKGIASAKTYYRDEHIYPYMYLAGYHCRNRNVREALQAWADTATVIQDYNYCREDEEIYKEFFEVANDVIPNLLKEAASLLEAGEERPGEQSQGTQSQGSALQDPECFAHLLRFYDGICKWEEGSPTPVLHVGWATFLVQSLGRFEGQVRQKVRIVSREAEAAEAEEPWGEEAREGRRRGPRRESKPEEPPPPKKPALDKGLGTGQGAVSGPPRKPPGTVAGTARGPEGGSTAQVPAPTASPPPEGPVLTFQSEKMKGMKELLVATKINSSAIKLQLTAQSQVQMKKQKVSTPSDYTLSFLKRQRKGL
PKM2 act = activators of human pyruvate kinase M2. Potency, µM (top dose mostly 57.5 µM), for the others: at the highest dose activation, actives largely listed as activators. 260,000 tested, 0.34% active. purified PKM2, Kinase-Glo ATP luminescence, activation; response scale: 0% is enzyme alone, no compound; note: potency is the fitted concentration of half-maximal effect; % is set by controls: 0 for no effect and ±100 for the full control effect; nearly all actives have a fitted effect of over 55% in size
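ATP formation by purified human PK-M2, quantified via coupled luciferase luminescence after 1 h at room temperature with 0.1 mM ADP and 0.5 mM PEP final.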
MBNL1 CUG block = blocks human MBNL1 binding to CUG repeat RNA; Q9NR56; TR-FRET MBNL1-His/biotin-(CUG)12 binding, 665/545 ratio; Potency, µM (doses to about 57.5 µM), inactives show at the highest dose activity change, negative = inhibition, hits mostly inhibitors; 280,000 tested, 0.036% active; AID 2675; active = well fitted inhibition curve with a large enough effect in the signal ratio, with a control signal flat, not every such curve was filed as active; inconclusive = small, poorly fitted or top-dose-only effect, or effect the other way, or a change in a side signal; inactive = no such curve, though single readings can be large or run the other way; the % refers to the signal ratio; note: potency is the fitted concentration of half-maximal effect; % is set by controls: 0 for no effect and ±100 for the full control effect
Target sequence (Q9NR56 whole entry, looked up): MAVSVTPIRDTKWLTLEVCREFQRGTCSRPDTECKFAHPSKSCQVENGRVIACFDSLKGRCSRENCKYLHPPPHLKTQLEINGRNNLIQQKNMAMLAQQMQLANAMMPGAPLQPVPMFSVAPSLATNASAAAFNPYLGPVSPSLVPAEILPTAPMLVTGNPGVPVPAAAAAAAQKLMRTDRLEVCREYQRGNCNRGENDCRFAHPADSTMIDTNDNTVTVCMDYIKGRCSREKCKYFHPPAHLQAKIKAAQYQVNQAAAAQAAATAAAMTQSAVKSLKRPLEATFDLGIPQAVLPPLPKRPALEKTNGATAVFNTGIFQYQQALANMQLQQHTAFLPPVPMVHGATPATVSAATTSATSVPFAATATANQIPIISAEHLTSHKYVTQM
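TR-FRET between His-tagged MBNL1 and biotin-(CUG)12 RNA, detected with Tb anti-His antibody (0.055 ng/ul) and streptavidin-XL665 (5 nM), 60 min at room temperature. Compounds titrated 92 nM to 58 uM; 665/545 nm ratio normalized to buffer and complex controls.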
KCNH2 3.1 inh = KCNH2 3.1 (human) potassium channel inhibition; U2OS KCNH2 3.1, thallium flux FluxOr; hits give low values; activity change, % (tested at about 1.8 µM); 340,000 tested, 0.95% active; AID 720553;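 active = maximum activity change below -70%; inconclusive = maximum activity change from -70% to -50%; inactive = maximum activity change above -50%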;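 note: thallium influx rate constant from kinetic fluorescence after stimulation buffer; % is set by controls: 0 for no effect and ±100 for the full control effect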
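Thallium flux via FluxOr fluorescence (Red40 quencher, 45 min loading) in U2OS cells virally expressing the KCNH2 3.1 isoform (1.77 x 10^8 /mL virus, overnight at 37 C). Rate constants from 2-min kinetic reads post-stimulation, normalised to positive and negative controls.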
Rab9 promoter act = Rab9 promoter activation | Huh7 Rab9 promoter-luciferase reporter, luminescence, 24 h | Potency, µM (top dose mostly 9.22 µM), for inactives: top-dose activation, negative = inhibition, usual class: activators | 320,000 tested, 2.8% active; note: potency is the fitted concentration of half-maximal effect; % of control where 0% means no effect; nearly all actives have a fitted effect of over 60% in size
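Using Huh7 cells stably transfected with Rab9 promoter–luciferase, compounds were incubated 24 h at 37 °C, 5% CO2; luciferase luminescence was read 10 min after reagent addition.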
NPC1 prom act = activators of NPC1 promoter; Huh7 NPC1 promoter luciferase reporter, 24 h; Potency, µM (titrated, usually from 9.22 µM), for inactives: at the highest dose activation, most hits filed as activators; 320,000 tested, 2.4% active;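 note: potency is the fitted concentration of half-maximal effect; % of control where 0% means no effect; nearly all actives have a fitted effect of over 60% in size; reporter is driven by a mutant NPC1 promoter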
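Readout is luciferase luminescence, reflecting NPC1 promoter activation in stably transfected Huh7 cells after 24 h compound exposure at 37 °C in reduced-serum medium with 10% FBS.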
Mito fusion act = inhibitors of mitochondrial division or activators of mitochondrial fusion. Potency, µM (highest dose often 46.1 µM), without a hit: at the highest dose growth rescue (activation), hits mostly activators. 320,000 tested, 0.23% active. AID 485298. S. cerevisiae fusion-defective mutant growth rescue, CellTiterGlo 48 h;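 note: potency is the fitted concentration of half-maximal effect; % of control where 0% means no effect; nearly all actives have a fitted effect of over 45% in size; temperature-sensitive fusion mutants such as fzo1-1 at 37 °C on non-fermentable ethanol glycerol medium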
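Growth-rescue viability read-out: after 48 h at the non-permissive 37C in glycerol/ethanol YPEG, yeast mitochondrial fusion mutants are measured by CellTiterGlo luminescence; compounds (23 nl pinned per well) restoring growth score as division inhibitors or fusion activators.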
An asterisk follows results filed as active; ? = inconclusive; nt = no result given; & = joins results of further samples; [ ] = dose if it differs, or a comment. Unless noted, calls come from the whole dose curve; as a rule, active = well fitted curve in the direction sought with a large enough effect; inconclusive = small, poorly fitted or top-dose-only effect, or another doubt; inactive = no such curve, though single readings can be large; an effect the other way counts as inactive or inconclusive. Only part of the results is shown; rates above refer to the full screens.

SMILES	Gal4-VP16 FLuc	FLuc modulator	ELG1 DNA repair	RORgamma inh	Menin MLL FP TR	PKM2 act	MBNL1 CUG block	KCNH2 3.1 inh	Rab9 promoter act	NPC1 prom act	Mito fusion act
O=S(=O)(c1c(F)cccc1F)N1CCN(C(=S)NCc2ccc3c(c2)OCO3)CC1	-3%	8%	?	23%	2%	?	-5%	-3	-1%	-6%	4%
CCOC(=O)c1ccsc1NC(=O)CCS(=O)(=O)c1ccccc1	-14%	-1%	-2%	19%	0%	4%	7%	-1	9%	-9%	-1%
Cc1ccn(CCSCC(=O)O)n1	-6%	8%	1%	5%	7%	3%	-5%	-22	13%	0%	-3%
C(#CC12CC3CC(CC(C3)C1)C2)CN1CCOCC1	-6%	-1%	13%	-16%	-18%	-3%	-7%	3	-9%	-3%	-2%
Cc1cc(N2CCCN(C)CC2)nc2cc(Cl)ccc12	0%	-9%	9%	?	-3%	?	-7%	2	-3%	0%	-8%
Cc1ccc(CCNC(=O)C2CC(=O)N(CCc3ccccc3)C2)cc1 (stereo unspecified)	-3%	1%&5%	19%	2%	0%	nt	-5%	-10	7%	-1%	1%
COc1cccc(Nc2nnc(SCc3cc([N+](=O)[O-])cc4c3OCOC4)s2)c1	-1%	4%	-11%	?	?	-1%	19%	44	-2%	-3%	4%
Cc1oc(-c2ccccc2Cl)nc1CSCC(=O)NC1CCCC1	0%	?	-24%	-32%	-11%	7%	4%	37	-3%	-2%	7%
Cc1nn2c(-c3ccccc3)ccnc2c1Br	2%	-15%	20%	-3%	9%	nt	?	-14	-11%	-4%	-9%
CCOC(=O)C1CCN(C(=O)COc2cc(C)c(Br)c(C)c2)CC1	3%	0%	-22%	24%	-16%	6%	-1%	-7	4%	-5%	4%
O=S(=O)(c1ccc(-c2n[nH]c(=S)o2)cc1)N1CCCCC1	1%	-6%	2%	?	nt	nt	45%[activator]	11	-1%	-3%	9%
CCOc1ccc(CCNC(=O)c2ccc(CS(=O)Cc3ccc(Cl)cc3)o2)cc1 (stereo unspecified)	-5%	?	-1%	?	nt	nt	-5%	-5	1%	4%	1%
COc1ccc(C(=O)Nc2c(N)nc(SCC(=O)NCC3CCCO3)[nH]c2=O)cc1OC (stereo unspecified)	2%	0%	-4%	-21%	nt	0%	2%	nt	6%	-1%	2%
COc1ccc(C(CNC(=O)c2oc3cc(C)c(C)cc3c2C)N2CCCCC2)cc1 (stereo unspecified)	-14%	1%&-3%	19%	6%	-14%	5%	0%	-25	-2%	-1%	-3%
O=C(Nc1ccncc1)Nc1ccc(Cl)cc1	-6%	21µM*	?	-11%	36%[activator]	0%	-1%	1	6%	22%	-3%
O=[N+]([O-])c1ccc2c(c1)C=C1CCCCC1(N1CCCCC1)O2 (stereo unspecified)	0%	-2%	28%	-16%	-10%	2%	1%	7	-3%	-3%	-11%
CCOc1cnn(-c2cc(Oc3ccc(C)cc3)ncn2)c(=O)c1Cl	4%	2%	9%	4%	2%	6%	?	9	2%	0%	-3%
O=C(O)c1cc(S(=O)(=O)NC2CCCc3ccccc32)ccc1O (stereo unspecified)	-11%	-1%	-6%	7%	?	1%	-3%	7	-1%	-3%	3%
Cc1nc(CSc2ccc(Br)cc2)cs1	5%	17µM*	?	10%	?	nt	0%	13	4%	-1%	-19%
O=C(C1CCN(S(=O)(=O)c2cccs2)CC1)N1CCN(Cc2ccccc2)CC1	-10%	1%	-11%	29%	-1%	-1%	-1%	3	3%	-2%	-5%
CC(C)(C)OC(=O)NC1CC2CCCC(C1)N2Cc1ccccc1 (stereo unspecified)	-5%	0%	4%	2%	10%	-2%	6%	20	1%	3%	2%
CCc1ccccc1NC(=O)CN1CCN(C(=O)c2ccc(OCc3cn4ccccc4n3)cc2)CC1	nt	-2%	6.5µM*	nt	nt	nt	nt	1	-1%	-2%	5%
Cc1ccc(O)c(Nc2ncnc3ccccc23)c1	-5%	?	?	?	21%	-2%	3%	5	8%	-1%	-2%
O=C(CSc1nccc(=O)[nH]1)N1c2ccccc2CCc2ccccc21	4%	7%	-3%	17%	-4%	-5%	-1%	-5	-5%	2%	-1%
C/C(Cl)=C/Cn1c(N2CCCC2)nc2c1c(=O)[nH]c(=O)n2C	-2%	-1%	-12%	-8%	-16%	-1%[11.5 µM]	-1%	18	9%	-3%	4%
CCOC(=O)CSc1nc(N(C)C)nc(N(C)C#N)n1	10%	3%	2%	-4%	-24%	-2%	-2%	-2	0%	1%	2%
CCOc1c(Nc2ccccc2O)c(=O)c1=O	-5%	-2%	-13%	-16%	nt	4%	6%	-2	-9%	1%	-2%
CC(=O)Nc1cccc(C(=O)OC(C)C(=O)Nc2ccc(S(=O)(=O)N3CCCC3)cc2)c1 (stereo unspecified)	nt	-3%	22%	nt	nt	nt	nt	0	-1%	-1%	2%
CC(C)C(NC(=O)c1ccc(F)cc1)C(=O)NCC1CCCO1 (stereo unspecified)	-3%	2%	8%	-23%	nt	-1%	5%	-16	-4%	-4%	0%
c1coc(CNc2ncnc3nc[nH]c23)c1	5%	-4%	0%	15%	10%	-5%	-8%	5	-3%	-3%	0%
CCCn1c(C)cc(C(=O)COC(=O)c2c(C)nn(-c3ccccc3)c2C)c1C	?	?	14%	?	-8%	11%	0%	-20	-6%	-1%	6%
O=C(C1CCN(c2nc(-c3ccccc3)nc3c2CCC3)CC1)N1CCC(O)CC1	3%	2%	?	-2%	nt	3%	2%	-6	7%	-3%	-2%
O=C(CN1C(=O)NC2(CCCC2)C1=O)Nc1cc(Cl)ccc1Oc1ccccc1	nt	-2%	-3%	nt	nt	nt	nt	1	0%	1%	1%
Cc1nc2c(=O)n(-c3cccc(C(F)(F)F)c3)nc(C)c2s1	1%	-1%	12%	3%	nt	5%	nt	-7	-9%	12%	5%
Cc1ccc(CNC(=O)c2cn(C3CCCCC3)c(=O)c3c2c2ccccc2n3C)o1	19%	-16%	?	2%	-3%	?	28%	-23	-2%	0%	1%
CCCCOc1cccc(C2C(C(=O)c3ccc(C)o3)=C(O)C(=O)N2Cc2ccco2)c1 (stereo unspecified)	-7%	2%	-6%	0%	nt	nt	21%	nt	-4%	-2%	2%
COc1ccc(OCc2nnc3n2N=C(c2ccccc2)C(CC(=O)O)S3)cc1 (stereo unspecified)	-3%	?	8%	20%	?	nt	2%	-18	-3%	-3%	2%
O=C1CCCCCC1C1(O)C(=O)Nc2ccc(Br)cc21 (stereo unspecified)	1%	0%	2%	-2%	-7%	-2%	-8%	3	-4%	2%	0%
CCSc1nnc(N(CCC#N)CCC#N)s1	3%	0%	-5%	-7%	2%	0%	2%	1	8%	-2%	-1%
